Screens (PubChem)
EPAC1 antag = antagonists of human EPAC1; Potency, µM (series often up to 115 µM), without a hit: top-dose activity change, negative = inhibition, most hits filed as inhibitors; 360,000 compounds, 0.14% hits; O95398; EPAC1 GEF assay, Rap1b-BODIPY-GDP exchange fluorescence; AID 720709;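 also: potency is read from the fitted curve at half-maximal effect; plate controls were vehicle for no effect and positive control for full effect; nearly all actives have a fitted effect of over 50% in size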
IL-2 act = activates IL-2 in a cell-based reporter assay | activation, % (series mostly up to about 46 µM) | AID 652025 | IL-2 activation reporter assay, cell-based qHTS; stimulated with anti-CD3/CD4/CD28 beads; in transgenic mouse T cells | 360,000 compounds, 0.065% hits; in the data active = activation above about 50%; inconclusive = mostly about 30% to 49%; also: 0% is about no effect
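Quantitative HTS in unstimulated transgenic mouse T cells, with memory T cells as non-tolerant control and PMA/ionomycin as tolerance-bypass control. Compound pretreatment lasted 60 minutes before 18 h bead stimulation; EGFP/DsRed fluorescence read.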
EPAC1 agonist = agonists of human EPAC1 | AID 720707 | EPAC1 agonist qHTS, biochemical assay; response scale: 100% = response to 6.5 mM cAMP | O95398 | Potency, µM (titrated, usually from 154 µM), for the others: at the top dose activation, actives largely listed as activators | 360,000 compounds, 0.073% hits; also: potency is read from the fitted curve at half-maximal effect; nearly all actives have a fitted effect of over 60% in size
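Read-out is the fluorescence drop as BODIPY-GDP leaves Rap1B (480 nm excitation, 540 nm emission), recorded every 5 minutes over 30 minutes. Reactions held 100 nM EPAC1, 250 nM Rap1B–BODIPY-GDP and 50 uM GDP, with 6.5 mM cAMP setting full activation.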
PI5P4Ka inh = inhibitors of human PI5P4K alpha. max response, %. PI5P4Kalpha enzyme, ADP-Glo luminescence, 60 min; active compounds read low. P48426. 330,000 compounds, 1.2% hits; active = max response of -50% or lower; inconclusive = between -30% and -50%; inactive = -30% or higher; also: value at the top dose of about 77 µM; % is scaled to controls: 0 for no effect and ±100 for the full control effect
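ADP-Glo luminescence end-point after a 60 min room-temperature kinase reaction. PI5P4Kalpha and substrate in HEPES pH 7.4 buffer with EGTA, 0.1% CHAPS and 5% DMSO; ATP at 5 microM final.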
GLP1R ag = agonists of human GLP-1 receptor. P43220. HEK293 GLP-1R CRE-luciferase, luminescence, 4-6 h; cells express a hypersensitive GLP-1R form. Potency, µM (titrated, usually from 45.6 µM), inactives show top-dose activation, most hits filed as activators. 380,000 compounds, 0.007% hits. AID 624172; also: potency is read from the fitted curve at half-maximal effect; % of control where 0% means no effect
Target sequence (P43220 whole entry, looked up): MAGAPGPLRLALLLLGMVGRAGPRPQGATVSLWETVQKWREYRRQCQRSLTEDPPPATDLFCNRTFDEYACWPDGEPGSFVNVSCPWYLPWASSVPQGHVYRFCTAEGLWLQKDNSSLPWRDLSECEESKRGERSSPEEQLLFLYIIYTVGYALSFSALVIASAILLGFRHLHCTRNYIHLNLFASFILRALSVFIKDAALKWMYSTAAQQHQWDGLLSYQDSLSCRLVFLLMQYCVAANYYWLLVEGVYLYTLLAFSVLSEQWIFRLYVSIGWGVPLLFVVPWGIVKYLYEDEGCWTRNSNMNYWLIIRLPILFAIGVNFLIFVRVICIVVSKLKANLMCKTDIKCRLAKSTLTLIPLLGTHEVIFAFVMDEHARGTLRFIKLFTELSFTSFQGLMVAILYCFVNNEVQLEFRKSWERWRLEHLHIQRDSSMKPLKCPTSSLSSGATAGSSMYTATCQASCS
HEK293 tox = cytotoxic in the GLP-1 receptor inverse agonist counter-screen. Potency, µM (titrated, usually from 38.3 µM), for the others: at the top dose activity change, negative = inhibition, hits mostly inhibitors. HEK293 cAMP-luciferase reporter cells, luminescence, 24 h. 410,000 compounds, 0.13% hits. AID 624418;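 also: loss of luciferase light is scored as toxicity; potency is read from the fitted curve at half-maximal effect; % is scaled to controls: 0 for no effect and ±100 for the full control effect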
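Here, cytotoxicity is scored as loss of luminescence. The MLSMR collection was tested on cells seeded in medium containing 10% Nu serum, with a 24 hr compound exposure preceded by 12 hours of culture.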
PLK1 PBD block = PLK1 (human) polo-box domain binding inhibition; Potency, µM, without a hit: max response, negative = inhibition, usual class: inhibitors; AID 720504; 360,000 compounds, 2.8% hits; Plk1 PBD binding of FITC phosphopeptide, fluorescence polarization; P53350; also: potency is read from the fitted curve at half-maximal effect; series mostly up to about 57 µM; % is scaled to controls: 0 for no effect and ±100 for the full control effect; nearly all actives have a fitted effect of over 65% in size
GLP1R inv ag = acts as inverse agonist at human GLP-1 receptor; 410,000 compounds, 1.6% hits; P43220; Potency, µM (titrated, usually from 38.3 µM), without a hit: top-dose activity change, negative = inhibition, most hits filed as inhibitors; HEK293 GLP-1R CRE-luciferase, luminescence, 24 h; GLP-1R form is constitutively active; AID 624417; also: potency is read from the fitted curve at half-maximal effect; % is scaled to controls: 0 for no effect and ±100 for the full control effect; nearly all actives have a fitted effect of over 55% in size
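Constitutively active GLP-1R drives a cAMP-responsive luciferase in stably transfected HEK293 cells; test compounds are added after overnight (12 h) attachment and left 24 hr, and signal loss in luminescence marks inhibition.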
PTHR1 agonist = activates the human parathyroid hormone receptor PTHR1. Potency, µM (series often up to 115 µM), for inactives: at the highest dose activation, most hits filed as activators. 410,000 compounds, 0.075% hits. HEK293 GP2 PTHR1 cells, GloSensor cAMP luminescence, 1 h; also: potency is read from the fitted curve at half-maximal effect; nearly all actives have a fitted effect of over 55% in size; some results filed as inactive show a strong effect at the top dose; inactives centre near -15; many of its hits are not listed in these tables
Target sequence (Q03431 whole entry, looked up): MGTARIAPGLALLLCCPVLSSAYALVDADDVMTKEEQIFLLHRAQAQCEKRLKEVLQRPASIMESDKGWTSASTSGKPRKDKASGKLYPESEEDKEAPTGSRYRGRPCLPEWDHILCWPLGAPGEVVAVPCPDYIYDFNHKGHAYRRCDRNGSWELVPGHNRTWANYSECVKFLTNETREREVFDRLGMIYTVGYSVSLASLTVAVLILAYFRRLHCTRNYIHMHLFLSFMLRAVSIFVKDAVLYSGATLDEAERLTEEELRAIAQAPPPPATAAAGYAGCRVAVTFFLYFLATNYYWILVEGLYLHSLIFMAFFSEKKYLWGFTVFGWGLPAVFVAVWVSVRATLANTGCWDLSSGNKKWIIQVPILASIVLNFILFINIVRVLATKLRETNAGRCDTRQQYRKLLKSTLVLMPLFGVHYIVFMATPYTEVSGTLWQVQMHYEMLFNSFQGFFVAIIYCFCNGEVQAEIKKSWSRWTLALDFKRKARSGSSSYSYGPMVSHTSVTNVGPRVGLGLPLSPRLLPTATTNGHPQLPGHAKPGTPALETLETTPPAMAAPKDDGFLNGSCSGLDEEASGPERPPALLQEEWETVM
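HEK-293-derived GP2 cells expressing PTHR1 and a GloSensor cAMP reporter, 3,000/well, plated overnight, given luciferin plus IBMX (each 0.5 mM as added) for 1 h at 37 °C, then compound for 1 h at 37 °C. Luminescence was read after 15 min at room temperature.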
An asterisk follows results filed as active; i = inactive; ? = inconclusive; / = not tested or not shown; & = joins results of further samples; [ ] = remark or other dose. Unless noted, calls follow the shape of the dose curve; as a rule, active = well fitted curve in the direction sought with a large enough effect; inconclusive = small, poorly fitted or top-dose-only effect, or another doubt; inactive = no such curve, though single readings can be large; an effect the other way counts as inactive or inconclusive. Only part of the results is shown, so the mix of outcomes need not match the whole.

cpd	smiles	EPAC1 antag	IL-2 act	EPAC1 agonist	PI5P4Ka inh	GLP1R ag	HEK293 tox	PLK1 PBD block	GLP1R inv ag	PTHR1 agonist
1	CC(=O)Nc1cccc(-c2ccnc3c2CC(C)(C(=O)NCc2ccc(N(C)C)cc2)O3)c1 (stereo not drawn)	0%	1.0	-6%	-1	7%	?	-2%	?	i
2	COC(=O)c1nnn(CC(=O)Nc2ccc(C)c(F)c2)c1C(=O)OC	0%	-3.8	4%	/	0%	4%	-3%	-1%	i
3	Cc1nc2ccccc2c(C)c1C(=O)c1ccc(F)cc1	-9%	0.5	-7%	-9	0%	20%	-2%	-10%	i
4	CCOC(=O)C1CCCN(CCC(=O)Nc2ccc(C)cc2)C1 (stereo not drawn)	-7%	1.8	19%	-3	-6%	6%	-7%	-10%	i
5	CCOc1ccc(N(C(=O)C2CCCO2)C2C=CS(=O)(=O)C2)cc1 (stereo not drawn)	0%	0.3	7%	-3	0%	12%	?	14%	i
6	Cc1ccc(C(=O)N(CCc2ccccc2)Cc2ccccc2)cc1S(=O)(=O)N1CCCCC1	8%	-5.3	3%	3	10%	5%	-8%	?	-21%
7	Cn1c(N)c(S(=O)(=O)NCc2ccc(Cl)cc2)c(=O)n(C)c1=O	11%	-1.2	-3%	4	-1%	7%	-14%	28%	i
8	COC(=O)COc1cc(C)cc2oc(=O)c(CC(=O)OC)c(C)c12	2%	0.4	1%	-5	4%	-2%	-3%	4%	-19%[57.5 µM]
9	CCO[C@H]1OC(C(=O)NC2CC2)=C[C@@H](C2CCCCC2)[C@@H]1CCCO	-8%	0.0	-22%	0	-7%	3%	-2%	-30%	-14%
10	CCNC(=O)c1ccc(OCC(=O)Nc2ccc(F)cc2)c(OC)c1	-8%	-0.9	-6%	-7	2%	0%	-4%	17%	i
11	CCCCCCC(=O)Nc1nc(C)c(-c2csc(Nc3cc(Cl)ccc3OC)n2)s1	-7%	0.2	-20%	-11	4%	5%	-26%	11%	?
12	O=C(CSc1ncccn1)N/N=C/c1cccc([N+](=O)[O-])c1	0%	11	2%	-3	6%	8%	-2%	47%[activator]	i
13	C=CCSc1ccccc1C(=O)Nc1ncn[nH]1	-20%	1.5	0%	-1	0%	16%	-13%	2%	-33%[inhibitor]
14	COc1ccc(CNC(=O)CNC(=O)c2sc3ccccc3c2Cl)cc1OC	7%	-2.2	4%	-3	3%	2%	-1%	1%	-1%
15	CCOC(=O)N1CCN=C1SCc1ccc(Cl)c(Cl)c1	-13%	-0.3	-3%	10	15%	2%[0.307 µM]	-10%	-6%[0.307 µM]	i
16	COc1ccc(OC)c(S(=O)(=O)Nc2cc3c4c(c2)CCC(=O)N4CCC3)c1	6%	1.3	-2%	-4	20%	4%	-2%	85%[activator]	-21%
17	CCN1CCc2c(sc(NC(=S)NC(=O)c3ccc(Cl)cc3)c2C(N)=O)C1	-17%	-2.0	6%	-28	7%	2%	?	13%	i
18	O=C(NCc1ccc2c(c1)OCO2)Nc1ccc(Cl)cc1	1%	-0.7	3%	-1	3%	10%	-12%	-22%	-25%
19	CCN(Cc1nc2ccccc2c(=O)[nH]1)C(=O)COc1ccccc1Cc1ccccc1	-21%	-1.0	2%	10	17%	-25%	3%	13µM*	-16%
20	COC(=O)CN(c1nc(C)cc(OC)n1)S(=O)(=O)c1ccc(C)cc1	3%	0.3	14%	12	0%	-2%	-7%	-30%	-7%
21	Cc1ccc(S(=O)(=O)NC(C(=O)Oc2cc3oc(=O)cc(C)c3cc2Cl)C(C)C)cc1 (stereo not drawn)	-23%	-4.4	12%	-3	0%	121%[activator]	-5%	?	-18%
22	CCN(/N=C/c1cccs1)c1cc(=O)n(C)c(=O)[nH]1	0%	-3.7	-14%	-6	-1%	-2%	1%	44%[activator]	-16%
23	O=C(Nc1cccc2ccccc12)N1CC=C(c2ccccc2)CC1	-2%	-1.1	13%	0	-9%	-13%	1%	-13%	-10%
24	COc1ccccc1CNC(=O)CCn1c(=O)c2ccccc2n(CC(=O)Nc2ccc(C)cc2)c1=O	/	/	/	/	1%	4%	/	16%	i
25	CCNS(=O)(=O)c1ccc(NC(=O)c2ccc(Cn3cc([N+](=O)[O-])cn3)o2)cc1	-7%	-0.2	5%	-8	17%	-4%	1%	18%	-17%
26	COc1ccccc1OCCOCCOc1ccc(C)cc1[N+](=O)[O-]	-8%	-0.2	4%	-2	23%	2%	-8%	-14%	i
27	CCCCNc1c(-c2ccc(SC3CCCCC3)c(OC)c2)nc2ccc(C)cn12	-7%&-16%	-0.9&-0.7	-17%&-6%	2&-4	-3%&-4%	0%&2%	2%&-2%	8.9µM*	-51%[inhibitor]
28	CSC(=S)N(C)C1CCS(=O)(=O)C1 (stereo not drawn)	-9%	-0.3	-1%	1	-17%	-28%	-3%	-2%	-12%
29	CC(C)C[C@H]1CN([C@@H](CC(C)C)CN2CCC[C@@H]2CN2C(=O)C(=O)NC[C@@H]2Cc2ccccc2)C(=O)C(=O)N1CCc1ccccc1	-11%	1.2	-11%	-2	2%	-20%	-15%	-21%	-27%
30	CC(NC(=O)COC(=O)Cn1cc(C(F)(F)F)ccc1=O)c1ccccc1 (stereo not drawn)	9%	0.5	4%	2	-6%	-2%	1%	-2%	i

[31] O=C(Nc1ccccc1)OCCNC1CCCCC1
[32] CC(=O)Cc1c(C(=O)O)c(C)nn1-c1ccccc1
[33] Cc1onc(-c2ccccc2)c1C(=O)Nc1ccc2c(c1)OCO2
[34] O=C(CSc1nnc(NC(=O)Cc2ccccc2)s1)NCc1ccco1
[35] O=C(O)c1nn(CCOc2ccccc2F)c(=O)c2ccccc12
[36] CCc1ccccc1NC(=O)c1nnn(CC(=O)Nc2ccccc2C)c1N

entry no.	31	32	33	34	35	36
EPAC1 antag	-7%	-1%	22%	12%	-11%	-7%
IL-2 act	-3.5	0.8	-0.9	-2.7	-0.4	-0.4
EPAC1 agonist	-6%	7%	6%	12%	-11%	5%
PI5P4Ka inh	15	0	/	-23	-18	0
GLP1R ag	0%	0%	-4%	-2%	21%	-14%
HEK293 tox	-11%	3%[7.66 µM]	-29%	-11%	-9%	2%
PLK1 PBD block	-1%	-2%	-3%	-8%	-8%	-14%
GLP1R inv ag	-18%	11%[7.66 µM]	2%	-26%	58%[activator]	1%
PTHR1 agonist	-1%	i	-11%[57.5 µM]	i	-51%[inhibitor]	i

Part of the list above, reduced to PTHR1 agonist:
| No. | canonical_smiles | PTHR1 agonist |
| --- | --- | --- |
| 35 | O=C(O)c1nn(CCOc2ccccc2F)c(=O)c2ccccc12 | -51%[inhibitor] |
| 36 | CCc1ccccc1NC(=O)c1nnn(CC(=O)Nc2ccccc2C)c1N | i |

(list continues)
[37] COc1cc2c3c(c1OC)-c1cc4c(cc1CC3(C#N)N(C(=O)c1ccccc1)CC2)OCO4 (stereo not drawn)
[38] CCC1=Nc2cc(C(=O)O)ccc2Sc2ccccc21
[39] O=S(=O)(NCC1CCCO1)c1ccc(S(=O)(=O)N(Cc2ccc(F)cc2)Cc2ccccn2)cc1 (stereo not drawn)
[40] Cn1c(NC(=O)c2ccco2)c(-c2ccccc2Cl)c(=O)c2ccccc21
[41] O=C(CN1CCCCCCC1)N/N=C/c1ccc(F)cc1F
[42] O=C(O)CSCC(=O)Nc1ccccc1
[43] COc1ccc2oc(C(=O)Nc3ccc(C)cn3)c(C)c2c1
[44] CCOC(=O)c1c(N)sc(C(C)=O)c1C
[45] CCN(/N=C/c1ccc(Cl)cc1)c1cc(=O)n(C)c(=O)[nH]1

entry no.	37	38	39	40	41	42	43	44	45
EPAC1 antag	-7%	-6%	-1%	2%	7%	0%	-10%	-5%	-23%
IL-2 act	-3.6	-1.1	-0.7	-1.6	0.5	?	0.8	-3.6	-3.9
EPAC1 agonist	5%	4%	0%	-1%	5%	5%	1%	0%	3%
PI5P4Ka inh	16	-57*	1	0	5	/	-9	-18	-5
GLP1R ag	0%	3%	0%	2%	2%	3%	13%	4%	-1%
HEK293 tox	14%	-2%	-6%	-12%	10%	-5%	-11%	-22%	-2%
PLK1 PBD block	-1%	-19%	-19%	1%	-21%	-3%	3%	21µM*	-18%
GLP1R inv ag	-4%	0%	15%	3%	13%	3%	42%	45%[activator]	0%
PTHR1 agonist	i	-10%	-14%	i	i	i	0%	i	-20%

Of the compounds above, these have a nitro group on carbon.
[12] O=C(CSc1ncccn1)N/N=C/c1cccc([N+](=O)[O-])c1
[25] CCNS(=O)(=O)c1ccc(NC(=O)c2ccc(Cn3cc([N+](=O)[O-])cn3)o2)cc1
[26] COc1ccccc1OCCOCCOc1ccc(C)cc1[N+](=O)[O-]

entry no.	12	25	26
EPAC1 antag	0%	-7%	-8%
IL-2 act	11	-0.2	-0.2
EPAC1 agonist	2%	5%	4%
PI5P4Ka inh	-3	-8	-2
GLP1R ag	6%	17%	23%
HEK293 tox	8%	-4%	2%
PLK1 PBD block	-2%	1%	-8%
GLP1R inv ag	47%[activator]	18%	-14%
PTHR1 agonist	i	-17%	i
